PI4K2A block = qHTS for small molecular inhibitors of PI4K2A; Phosphatidylinositol 4-kinase type 2-alpha (Homo sapiens), Q9BTU6; AID 1346378, 2018; activity change, negative = inhibition, % at 76.9 µM; 420,000 tested, 0.13% active; purified PI4K2A, ADP-Glo luminescence, 1 h; active compounds read low; in the data active = activity change below about -50%; inconclusive = mostly about -30% to -49%;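 also: -100% = wells without enzyme as full effect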
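ADP-Glo luminescence measured ADP generated by PI4K2A enzyme (4 ug/mL before mixing) with 1.2 mM PI substrate (pre-mix) and 300 microM ATP (pre-mix). Tris pH7.5 buffer with MgCl2, Triton X-100; 1 h reaction at ambient temperature.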
G9a block = qHTS Assay for Inhibitors of Histone Lysine Methyltransferase G9a; Histone-lysine N-methyltransferase EHMT2 (Homo sapiens), Q96KQ7; G9a H3K9 monomethylation, AlphaScreen, 2 h; Potency, µM (doses to about 102 µM), inactives show at the top dose activity, negative = inhibition, most hits filed as inhibitors; 350,000 tested, 8.8% active; also: potency is read from the fitted curve at half-maximal effect; % is scaled to controls: 0 for no effect and ±100 for the full control effect; nearly all actives have a fitted effect of over 75% in size
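Readings reflect AlphaScreen signal from monomethyl-H3K9 antibody detection. HMT at 20 nM; substrate b-H3K9 500 nM; cofactor SAM 20 uM; 2 h RT reaction; compounds tested as titrations in qHTS with 15 min preincubation.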
PGK inhibitor = qHTS Assay to Find Inhibitors of Phosphoglycerate Kinase | 380,000 tested, 0.043% active | PGK/GAPDH coupled, Kinase-Glo luminescence, 60 min | AID 602233, 2012 | Phosphoglycerate kinase, glycosomal (Trypanosoma brucei brucei), P07378 | Potency, µM (top dose mostly 57.5 µM), for the others: at the highest dose activity change, negative = inhibition, hits mostly inhibitors; also: potency is read from the fitted curve at half-maximal effect; % is scaled to controls: 0 for no effect and ±100 for the full control effect; nearly all actives have a fitted effect of over 60% in size
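Luminescent ATP detection (Kinase-Glo Plus) follows a 60-minute room-temperature incubation, with wells lacking PGK as controls. Buffer: 100 mM TEA (pH 7.6), 5 mM MgCl2, 0.01% Tween-20. Coupling enzyme GAPDH (100 nM final) supplies unstable 1,3-BPG in-well.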
JMJD2A Tudor inh = qHTS Assay for Inhibitors of JMJD2A-Tudor Domain. AID 504339, 2011. AlphaScreen JMJD2A-Tudor / H3K4me3 peptide binding. Lysine-specific demethylase 4A (Homo sapiens), O75164. 390,000 tested, 4.4% active. Potency, µM (top dose mostly 114 µM), without a hit: at the top dose activity change, negative = inhibition, actives largely listed as inhibitors; also: potency is read from the fitted curve at half-maximal effect; % is scaled to controls: 0 for no effect and ±100 for the full control effect; nearly all actives have a fitted effect of over 50% in size
GLS inhibitor = qHTS for Inhibitors of Glutaminase (GLS). 410,000 tested, 0.21% active. GLS enzymatic activity, qHTS titration. Potency, µM (highest dose often 45.5 µM), for inactives: top-dose activity change, negative = inhibition, actives largely listed as inhibitors. Glutaminase kidney isoform, mitochondrial (Homo sapiens), O94925; also: potency is read from the fitted curve at half-maximal effect; % is scaled to controls: 0 for no effect and ±100 for the full control effect
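Coupled fluorescence readout: glutamate oxidase/HRP/Amplex Red detect glutamate formed by hKGA from L-glutamine (1 mM solution added). Buffer 45 mM KH2PO4 pH 8.2, 0.02% Tween-20; reads at t0 and 30 min RT.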
POLH inh = qHTS for Inhibitors of Polymerase Eta | DNA polymerase eta (Homo sapiens), Q9Y253 | recombinant Pol eta, fluorescent DNA replication assay | Potency, µM (doses to about 114 µM), for inactives: top-dose activity change, negative = inhibition, actives largely listed as inhibitors | 390,000 tested, 1.2% active | AID 588591, 2011; also: potency is read from the fitted curve at half-maximal effect; % is scaled to controls: 0 for no effect and ±100 for the full control effect
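Pol eta (10 nM) was preincubated with compounds for 15 min at room temperature, after which fluorescent replication substrate (50 nM final) was added to start the reaction. Fluorescence was read kinetically at 0 and 10 min.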
BAZ2B inh = qHTS Assay for Inhibitors of BAZ2B. Bromodomain adjacent to zinc finger domain protein 2B (Homo sapiens), Q9UIF8. AlphaScreen BAZ2B-H3K14Ac peptide displacement. Potency, µM (top dose mostly 114 µM), for inactives: at the top dose activity change, negative = inhibition, usual class: inhibitors. 360,000 tested, 4.4% active. AID 504333, 2011; also: potency is read from the fitted curve at half-maximal effect; % is scaled to controls: 0 for no effect and ±100 for the full control effect; nearly all actives have a fitted effect of over 60% in size
Target sequence (Q9UIF8 whole entry, looked up, the tested form may be a part): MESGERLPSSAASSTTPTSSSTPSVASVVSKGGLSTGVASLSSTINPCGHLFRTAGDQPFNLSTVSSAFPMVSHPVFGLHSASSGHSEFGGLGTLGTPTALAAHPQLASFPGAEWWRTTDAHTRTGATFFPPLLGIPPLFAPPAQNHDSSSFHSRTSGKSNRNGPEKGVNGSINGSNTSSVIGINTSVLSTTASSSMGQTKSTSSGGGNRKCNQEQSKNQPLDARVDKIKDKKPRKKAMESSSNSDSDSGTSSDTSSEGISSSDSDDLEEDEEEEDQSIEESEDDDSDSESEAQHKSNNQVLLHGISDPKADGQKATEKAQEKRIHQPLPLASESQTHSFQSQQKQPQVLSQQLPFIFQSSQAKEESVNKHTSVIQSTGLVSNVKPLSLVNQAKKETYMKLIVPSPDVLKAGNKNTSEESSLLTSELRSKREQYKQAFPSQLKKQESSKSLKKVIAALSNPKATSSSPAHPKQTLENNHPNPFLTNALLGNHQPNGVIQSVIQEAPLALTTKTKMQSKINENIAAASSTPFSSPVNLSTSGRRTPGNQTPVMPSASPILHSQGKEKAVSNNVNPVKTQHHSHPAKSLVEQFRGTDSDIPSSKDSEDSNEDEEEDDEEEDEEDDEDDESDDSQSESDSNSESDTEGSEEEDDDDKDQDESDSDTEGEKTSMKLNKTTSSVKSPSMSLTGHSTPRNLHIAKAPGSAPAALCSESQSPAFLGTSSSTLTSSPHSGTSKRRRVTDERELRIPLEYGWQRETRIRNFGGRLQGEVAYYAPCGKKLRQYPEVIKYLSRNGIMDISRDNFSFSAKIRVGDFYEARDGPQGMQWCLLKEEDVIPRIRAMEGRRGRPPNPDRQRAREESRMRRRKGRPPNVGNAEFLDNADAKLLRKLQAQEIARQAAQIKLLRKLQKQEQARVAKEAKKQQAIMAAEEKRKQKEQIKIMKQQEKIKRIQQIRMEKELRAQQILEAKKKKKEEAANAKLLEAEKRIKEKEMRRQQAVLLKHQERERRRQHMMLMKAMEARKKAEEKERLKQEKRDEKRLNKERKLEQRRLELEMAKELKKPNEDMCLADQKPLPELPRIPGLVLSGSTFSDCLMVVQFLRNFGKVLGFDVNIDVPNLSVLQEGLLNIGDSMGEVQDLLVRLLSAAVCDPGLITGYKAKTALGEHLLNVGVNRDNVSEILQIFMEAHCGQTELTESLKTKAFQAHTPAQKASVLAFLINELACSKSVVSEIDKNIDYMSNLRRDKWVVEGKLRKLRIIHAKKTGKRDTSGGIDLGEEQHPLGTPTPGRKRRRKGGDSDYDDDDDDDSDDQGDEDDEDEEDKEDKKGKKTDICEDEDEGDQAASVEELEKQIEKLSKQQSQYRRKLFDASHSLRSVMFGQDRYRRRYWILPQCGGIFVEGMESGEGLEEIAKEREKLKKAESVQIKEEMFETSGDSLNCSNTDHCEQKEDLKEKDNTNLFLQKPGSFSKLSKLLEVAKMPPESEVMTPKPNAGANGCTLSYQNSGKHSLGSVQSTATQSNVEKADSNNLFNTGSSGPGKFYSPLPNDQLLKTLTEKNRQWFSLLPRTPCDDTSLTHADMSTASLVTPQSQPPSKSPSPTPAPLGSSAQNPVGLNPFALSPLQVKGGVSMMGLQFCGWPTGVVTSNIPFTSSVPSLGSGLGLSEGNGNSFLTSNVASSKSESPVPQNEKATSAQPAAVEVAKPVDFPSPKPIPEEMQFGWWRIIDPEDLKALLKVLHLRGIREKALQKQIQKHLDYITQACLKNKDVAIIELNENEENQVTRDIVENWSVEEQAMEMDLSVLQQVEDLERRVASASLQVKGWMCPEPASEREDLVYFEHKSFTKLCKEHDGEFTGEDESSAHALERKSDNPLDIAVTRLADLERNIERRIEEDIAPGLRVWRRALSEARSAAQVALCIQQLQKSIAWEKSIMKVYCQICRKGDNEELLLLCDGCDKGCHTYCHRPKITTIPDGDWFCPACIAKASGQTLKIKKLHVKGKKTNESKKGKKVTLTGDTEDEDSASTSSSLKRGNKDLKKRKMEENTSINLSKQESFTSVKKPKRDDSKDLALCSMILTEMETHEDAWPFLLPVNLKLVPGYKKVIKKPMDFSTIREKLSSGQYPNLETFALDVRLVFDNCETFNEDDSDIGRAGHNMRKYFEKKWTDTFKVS
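Multi-concentration screen (max 110 uM) measuring displacement of acetylated histone H3 peptide from BAZ2B by AlphaScreen, using 50 nM protein, 50 nM peptide and 10 ug/mL streptavidin donor plus Ni-chelate acceptor beads.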
HP1b chromo inh = HTS for Inhibitors of HP1-beta Chromodomain Interactions with Methylated Histone Tails; AlphaScreen HP1-beta / biotin-H3K9me3 peptide binding; Potency, µM (doses to about 114 µM), without a hit: at the top dose activity change, negative = inhibition, hits mostly inhibitors; 390,000 tested, 0.56% active; AID 540317, 2011; also: potency is read from the fitted curve at half-maximal effect; nearly all actives have a fitted effect of over 70% in size; inactives centre near 23
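HP1-beta protein (50 nM final) preincubated 30 min at room temperature with biotinylated H3(1-18)K9me3 peptide (50 nM) in PBS pH 7.4, 0.01% Tween-20, then compound added for 30 min. AlphaScreen streptavidin donor/nickel chelate acceptor beads (10 ug/mL final), 30 min dark, luminescence read.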
Pin1 inhibitor = qHTS Assay to Find Inhibitors of Pin1. Peptidyl-prolyl cis-trans isomerase NIMA-interacting 1 (Homo sapiens), Q13526. Potency, µM (titrated, usually from 115 µM), for the others: at the top dose activity, negative = inhibition, most hits filed as inhibitors. AID 504891, 2011. Pin1 FP peptide displacement, HiFluor488, 10 min. 390,000 tested, 0.009% active; active = well fitted inhibition curve with a large enough effect in the polarisation, with a control signal flat, not every such curve was filed as active; inconclusive = small, poorly fitted or top-dose-only effect, or effect the other way, or a change in a side signal; inactive = no such curve, though single readings can be large or run the other way; the % refers to the polarisation; also: potency is read from the fitted curve at half-maximal effect; % is scaled to controls: 0 for no effect and ±100 for the full control effect
* hit, by the source's call; i = inactive; ? = inconclusive; . = no result given; [ ] = dose if it differs, or a comment. Unless noted, calls follow the shape of the dose curve; as a rule, active = well fitted curve in the direction sought with a large enough effect; inconclusive = small, poorly fitted or top-dose-only effect, or another doubt; inactive = no such curve, though single readings can be large; an effect the other way counts as inactive or inconclusive.

#	compound	HP1b chromo inh	POLH inh	JMJD2A Tudor inh	GLS inhibitor	G9a block
1	COc1ccc(CNc2cccc(C)n2)c(O)c1	16%	-7%	-34%	12%	16%
2	C#Cc1ccc([C@@H]2C=C(C(=O)NCc3ccccc3)O[C@H](OCCCCO)C2)cc1	13%	45µM*	-12%	3%	.
3	CN(C)CCNC(=S)Nc1ccc(F)c(F)c1F	20%	-1%	-13%	-5%	?
4	N#CC1=C(N)C(C#N)(C#N)C(c2cccnc2)C2CC(c3ccccc3)CC=C12 (stereo not given)	40%[activator]	?	-8%	3%	.
5	O=C(Nc1cccc(-n2cccn2)c1)C1CCCN(Cc2cc3ccccc3[nH]2)C1 (stereo not given)	-5%	-25%	?	12%	12%[12.7 µM]
6	Cc1cc2ccccn2c1C(=O)c1nc(NCc2ccccc2)ncc1Cl	34%	-12%	?	-11%	-37%
7	Cc1nc(NC(=O)c2csc3ccccc23)sc1C	17%	-20%	-2%	-1%	45µM*
8	COC(=O)C1=C(C)Nc2[nH]c(=S)[nH]c(=O)c2C1c1ccc(O)cc1 (stereo not given)	27%	-17%	?	13%	8.9µM*
9	COC(=O)c1c(NC(=O)C2COc3ccccc3O2)sc2c1CCN(Cc1ccccc1)C2 (stereo not given)	11%	-16%	?	-13%	79µM*
10	O=C(NCCCn1ccnc1)c1cc(-c2ccncc2)nc2ccccc12	-1%	-2%	-32%	6%	-1%

#	PI4K2A block	Pin1 inhibitor	BAZ2B inh	PGK inhibitor
1	4	-5%	-12%	-2%
2	-25	27%	.	-4%
3	-4	-2%	-17%	-2%
4	-2	?	-37%	-5%
5	-3	1%	71µM*	-1%
6	1	4%	?	.
7	-2	-6%	-33%	-2%
8	-1	-1%	-18%	6%
9	-5	?	-10%	i
10	1	26%	-24%	-2%

(listing goes on)
#	compound	HP1b chromo inh	POLH inh	JMJD2A Tudor inh	GLS inhibitor	G9a block
11	COc1ccccc1N(C(=O)c1ccncc1)c1nc(-c2ccc([N+](=O)[O-])cc2)cs1	?	-28%	?	-3%	10µM*
12	C=CCn1c(C)cc(C(=O)COC(=O)/C=C/c2c(C)nn(C3CCS(=O)(=O)C3)c2Cl)c1C (stereo not given)	-29%	-14%	?	14%	?
13	Cc1cccc(OP(=O)(Nc2c(C)n(C)n(-c3ccccc3)c2=O)Oc2cccc(C)c2)c1	1%	-30%	-28%	47%[activator]	-3%[59 µM]
14	O=C(NNC(=O)c1ccncc1)Nc1ccc(N=Nc2ccccc2)cc1	?	-16%	?	20%	.
15	O=C(NCCOc1nc(N2CCOCC2)nc(N2CCOCC2)n1)Nc1ccccc1	23%	6%	3%	3%	30%
16	COc1ccc(Cc2nc3ccc(C(=O)N4CCN(C)C(C)C4)cc3o2)cc1OC (stereo not given)	17%	-22%	-16%	-9%	-16%
17	CCCCN1C[C@H](C)[C@@H](CC(=O)Nc2ccccc2)C1=O	.	-16%	.	0%	.
18	CCCOc1ccc(-c2cccc(NS(=O)(=O)c3ccc(CC)cc3)c2)nn1	-8%[57 µM]	-22%	-30%	-1%	-1%[59 µM]
19	CCCCNC(=O)CN1C(=O)NC(Cc2ccccc2)(Cc2ccccc2)C1=O	37%	-11%	-5%	-10%	-8%
20	CC(=O)c1ccc(S(=O)(=O)N(C)CCCC(=O)N(C)Cc2c(F)cccc2Cl)cc1	32%	-11%	-7%	-5%	5%

#	PI4K2A block	Pin1 inhibitor	BAZ2B inh	PGK inhibitor
11	1	6%	?	-2%
12	-8	10%	?	i
13	1	-1%	2%	-9%
14	2	-18%	.	-5%
15	7	2%	8%	-1%
16	-21	6%	-6%	-5%
17	0	.	.	2%
18	-2	19%	-9%	-7%
19	-3	-2%	1%	-7%
20	0	-1%	-12%	-9%

Marked active in G9a block, among the entries above:
#	compound	HP1b chromo inh	POLH inh	JMJD2A Tudor inh	GLS inhibitor	G9a block
7	Cc1nc(NC(=O)c2csc3ccccc23)sc1C	17%	-20%	-2%	-1%	45µM*
8	COC(=O)C1=C(C)Nc2[nH]c(=S)[nH]c(=O)c2C1c1ccc(O)cc1 (stereo not given)	27%	-17%	?	13%	8.9µM*
9	COC(=O)c1c(NC(=O)C2COc3ccccc3O2)sc2c1CCN(Cc1ccccc1)C2 (stereo not given)	11%	-16%	?	-13%	79µM*
11	COc1ccccc1N(C(=O)c1ccncc1)c1nc(-c2ccc([N+](=O)[O-])cc2)cs1	?	-28%	?	-3%	10µM*

#	PI4K2A block	Pin1 inhibitor	BAZ2B inh	PGK inhibitor
7	-2	-6%	-33%	-2%
8	-1	-1%	-18%	6%
9	-5	?	-10%	i
11	1	6%	?	-2%

From compound 17 up to 18, as listed above:
#	compound	HP1b chromo inh	POLH inh	JMJD2A Tudor inh	GLS inhibitor	G9a block
17	CCCCN1C[C@H](C)[C@@H](CC(=O)Nc2ccccc2)C1=O	.	-16%	.	0%	.
18	CCCOc1ccc(-c2cccc(NS(=O)(=O)c3ccc(CC)cc3)c2)nn1	-8%[57 µM]	-22%	-30%	-1%	-1%[59 µM]

#	PI4K2A block	Pin1 inhibitor	BAZ2B inh	PGK inhibitor
17	0	.	.	2%
18	-2	19%	-9%	-7%

Carrying on.
#	compound	HP1b chromo inh	POLH inh	JMJD2A Tudor inh	GLS inhibitor	G9a block
21	S=C(NCCCN1CCOCC1)Nc1ccc(-c2nc3ccccc3[nH]2)cc1	-13%	-20%	-19%	10%	32µM*
22	CC1(C)CC2CC(C)(CN2C(=S)Nc2ccccc2F)C1 (stereo not given)	47%[activator]	-7%	-6%	-2%	2%
23	Cc1c(C(=O)NC2CC2)oc2ccc(S(=O)(=O)N3CCCCCC3)cc12	39%[activator]	0%	-5%[57.1 µM]	-5%	22%[59 µM]
24	CCCNC(=O)CN(c1cccc(F)c1)S(C)(=O)=O	40%[activator]	-15%	-8%	-1%	-50%
25	c1csc(-c2ncc3ccccn23)c1	-2%	-8%	-28%	22%	-23%[59 µM]
26	COc1ccc(CCC(=O)Nc2ccc(S(=O)(=O)Nc3ncccn3)cc2)cc1	17%	-18%	-15%	-3%	17%[12.7 µM]
27	COCc1ccccc1Cn1cnc2c1c(=O)n(C)c(=O)n2C	38%	3%	-8%	2%	31%[12.7 µM]
28	CCCNc1nc(C)cc(-c2cc(-c3ccccc3)on2)n1	43%[activator]	-2%	1%	-5%	14%[12.7 µM]
29	CCC(C(=O)N1CCOCC1)n1nc(C)n2c(cc3cc(C)ccc32)c1=O (stereo not given)	23%	7%	-10%	5%	.
30	O=C1c2ccccc2C(=O)N1CCc1csc(-c2cccc(F)c2)n1	99%	-3%	38%[activator]	15%	-4%

#	PI4K2A block	Pin1 inhibitor	BAZ2B inh	PGK inhibitor
21	-5	3%	.	i
22	-5	-6%	2%	-9%
23	-2	-4%	3%	i
24	-1	-2%	-19%	i
25	6	12%	2%	-5%
26	-2	1%	-3%	-9%
27	0	0%	-3%	-10%
28	2	4%	-4%	i
29	-1	-1%	-5%	-2%
30	3	-1%	60%[activator]	9%

Going on with the list:
#	compound	HP1b chromo inh	POLH inh	JMJD2A Tudor inh	GLS inhibitor	G9a block
31	CCN(CC(=O)NCc1cccs1)S(=O)(=O)c1cc(NC(C)=O)ccc1OC	9%	-2%	-14%	-1%	-9%[12.7 µM]
32	Nc1c(-c2ccccc2)nnn1Cc1ccccc1	15%	-6%	-3%	14%	.
33	CCSc1nnc(C)n1-c1ccc(C(=O)O)cc1	52%[activator]	-13%	-34%	2%	?
34	Cc1cccc(C)c1NC(=O)CN(C)C(=O)COc1cccc2c1OC(C)(C)C2	32%	-16%	-5%	-4%	?
35	COc1ccc(-c2csc(NC(=O)COC(=O)C3=COCCO3)n2)cc1	18%	-10%	-6%	-3%	-1%
36	O=C(COc1ccc(Cl)cc1)N1CCN(c2ccc([N+](=O)[O-])c(N3CCOCC3)c2)CC1	-8%	-3%	?	13%	-10%[59 µM]
37	O=C(O)c1cccc(-n2cnnn2)c1	19%	-8%	-32%	3%	-37%[12.7 µM]
38	O=C1C(Cl)=C(N2CCN(c3ccccc3[N+](=O)[O-])CC2)C(=O)c2ccccc21	8.9µM*	?	5µM*	11%	7.9µM*
39	CCC(=C(c1ccc(O)cc1)c1ccc(OCCN(C)C)cc1)c1ccccc1	.	-5%	.	-4%	.
40	COc1ccc(CCNC(=O)c2ccc3c(c2)N(Cc2c(F)cccc2Cl)C(=O)CS3)cc1OC	48%[activator]	-7%	-2%	-13%	1%[59 µM]
41	Cc1cc(C)n(C(=O)Cn2nc(C(F)F)cc2C)n1	16%	3%	-16%	-2%	21%[59 µM]

#	PI4K2A block	Pin1 inhibitor	BAZ2B inh	PGK inhibitor
31	-1	6%	12%	-1%
32	0	-4%	.	0%
33	-11	-1%	-10%	-7%
34	-4	1%	1%	i
35	-5	10%	2%	-8%
36	-2	2%	-33%	-3%
37	-3	2%	-9%	1%
38	?	-12%	2.5µM*	-1%
39	-2	.	.	-1%
40	-3	11%	-31%	6%
41	-3	8%	2%	-5%

Bioassay records as filed in PubChem.

This is a subset; count on the stated rates, not on these rows.
